NPYLR7 agonist: agonists of mosquito NPYLR7 receptor, primary screen, cell-based, Aedes aegypti, calcium fluorescence, mosquito biting behavior. Aedes aegypti neuropeptide Y-like receptor 7 (NPYLR7). HEK293T NPYLR7/Galpha15, GCaMP6s calcium fluorescence. activation, % at 10 µM. 270,000 compounds, 0.15% hits. AID 1259423, 2018; in the data active = activation above about 40%;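 also: 0% = vehicle and 100% = reference agonist at the receptor; some compounds past the cut are filed as inactive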
mcGAS lum: cyclic GMP-AMP synthase inhibitors, mouse, primary biochemical chemiluminescence. recombinant cGAS, Kinase-Glo ATP depletion luminescence. inhibition, % at 12.5 µM. 160,000 compounds, 0.15% hits. AID 1259399, 2018;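 also: 0% = negative control wells and 100% = reference inhibitor with no enzyme activity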
hcGAS inh: Primary biochemical luminescence assay for human cyclic GMP-AMP synthase inhibitors | 290,000 compounds, 0.081% hits | AID 1259398, 2018 | inhibition, % at 12.5 µM | recombinant h-cGAS, ATP depletion, Kinase-Glo luminescence | Q8N884;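 also: 0% = vehicle reaction and 100% = reaction without DNA for no activity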
Target sequence (Q8N884 whole entry, looked up): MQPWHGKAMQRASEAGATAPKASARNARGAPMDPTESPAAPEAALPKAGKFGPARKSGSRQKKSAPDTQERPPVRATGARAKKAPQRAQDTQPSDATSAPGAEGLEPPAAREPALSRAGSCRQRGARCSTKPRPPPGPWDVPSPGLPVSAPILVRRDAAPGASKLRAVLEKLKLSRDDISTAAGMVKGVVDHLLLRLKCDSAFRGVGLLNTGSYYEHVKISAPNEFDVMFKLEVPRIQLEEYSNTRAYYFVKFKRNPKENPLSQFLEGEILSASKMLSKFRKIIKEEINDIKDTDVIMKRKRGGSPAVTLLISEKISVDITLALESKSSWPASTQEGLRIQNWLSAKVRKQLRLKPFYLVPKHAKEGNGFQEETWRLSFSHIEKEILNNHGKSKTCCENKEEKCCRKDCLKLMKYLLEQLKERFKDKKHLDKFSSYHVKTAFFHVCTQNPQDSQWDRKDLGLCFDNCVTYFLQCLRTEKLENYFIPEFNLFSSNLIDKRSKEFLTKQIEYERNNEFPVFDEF
* marks the source's active call; other numbers are inactive results; / = not tested or not shown; & = joins results of further samples. Rule as the data show it, unless noted: active = inhibition above about 40%; inactive = the rest.

Compound	NPYLR7 agonist	mcGAS lum	hcGAS inh
COc1nc2c(cc1C(=O)N1C[C@H]3C[C@H](O)[C@H](O)C[C@H]3C1)CCC2	-4	0	-2
CSc1ccccc1C(=O)N1CCc2ccc(NC(=O)c3ccccn3)cc2C1	-5&-3	-7	-8&-9
C[N+](C)(CCCCCC[N+](C)(C)CCCN1C(=O)c2cccc3cccc(c23)C1=O)CCCN1C(=O)c2cccc3cccc(c23)C1=O	0	76*	90*
O=C1NCC(=O)N2CCN(C(=O)Cc3ccc4c(c3)OCO4)CC12 (stereo not given)	6	/	0
Cc1c(C)n2c3c(=O)n(Cc4ccccc4)c(=O)n(C)c3nc2n1Cc1ccco1	21	/	-8
O=S(=O)(c1ccc(=S)[nH]c1)N1CCCCCC1	-1	0	7
COc1cccc(/C=C2\SC(=S)N(CCC(=O)NNC(=O)c3ccccc3OC)C2=O)c1	10	-5	-6
O=C(COc1ccc(Br)cc1F)Nc1ccc(F)cc1F	-6	/	0
CCSc1nc(NCC(C)C)c2cnn(CCNC(=O)Cc3ccc(F)cc3)c2n1	10	0	13
CS(=O)(=O)N1CCC(N2CCCC(C(=O)NCCc3ccccc3)C2)CC1 (stereo not given)	/	-12	-4
CCCc1cc(-c2n[nH]c(C)c2-c2ccc3c(c2)OCCO3)c(O)cc1O	-2	-5	-2
CCOC(=O)c1sc2[nH]c(-c3cccnc3)cc(=O)c2c1C	7	/	-8
CCOc1ccc(-c2cc(C)n3nc(C(=O)N4CCN(c5ccccc5)CC4)cc3n2)cc1	8	-2	1
Cc1ccc(S(=O)(=O)Nc2ccc(Nc3cnc(-c4ccc(OC(F)(F)F)cc4)cn3)cc2)cc1	0	/	-10
CCOC(=O)C1(CCOC)CCN(Cc2ccc(N(C)c3ccccc3)cc2)CC1	11	-12	-10
O=C(NCc1ccccc1-c1ccccc1)c1cn(Cc2ccccc2Cl)nn1	/	-9	-6
CCOc1cc([N+](=O)[O-])cc(/C=N\Nc2nc(N3CCCC3)nc(N3CCOCC3)n2)c1O	-4	-3	-3
CCOc1cccc(CN2CCN(C3CCCC3)C(CCO)C2)c1O (stereo not given)	-5	/	-1
COCCN(CC(=O)N(Cc1ccc2c(c1)OCO2)Cc1ccco1)C(=O)C1CCCCC1	-8	-3	2
Cn1nnnc1SCc1nc(-c2ccc(Cl)cc2)no1	-2	/	0

Pulled by structure from above (five):
Compound	NPYLR7 agonist	mcGAS lum	hcGAS inh
O=C1NCC(=O)N2CCN(C(=O)Cc3ccc4c(c3)OCO4)CC12 (stereo not given)	6	/	0
COCCN(CC(=O)N(Cc1ccc2c(c1)OCO2)Cc1ccco1)C(=O)C1CCCCC1	-8	-3	2
C[N+](C)(CCCCCC[N+](C)(C)CCCN1C(=O)c2cccc3cccc(c23)C1=O)CCCN1C(=O)c2cccc3cccc(c23)C1=O	0	76*	90*
CCOc1cc([N+](=O)[O-])cc(/C=N\Nc2nc(N3CCCC3)nc(N3CCOCC3)n2)c1O	-4	-3	-3
CCOC(=O)C1(CCOC)CCN(Cc2ccc(N(C)c3ccccc3)cc2)CC1	11	-12	-10

Back to the main list with the 7 entries that preceded the break.
Compound	NPYLR7 agonist	mcGAS lum	hcGAS inh
Cc1ccc(S(=O)(=O)Nc2ccc(Nc3cnc(-c4ccc(OC(F)(F)F)cc4)cn3)cc2)cc1	0	/	-10
CCOC(=O)C1(CCOC)CCN(Cc2ccc(N(C)c3ccccc3)cc2)CC1	11	-12	-10
O=C(NCc1ccccc1-c1ccccc1)c1cn(Cc2ccccc2Cl)nn1	/	-9	-6
CCOc1cc([N+](=O)[O-])cc(/C=N\Nc2nc(N3CCCC3)nc(N3CCOCC3)n2)c1O	-4	-3	-3
CCOc1cccc(CN2CCN(C3CCCC3)C(CCO)C2)c1O (stereo not given)	-5	/	-1
COCCN(CC(=O)N(Cc1ccc2c(c1)OCO2)Cc1ccco1)C(=O)C1CCCCC1	-8	-3	2
Cn1nnnc1SCc1nc(-c2ccc(Cl)cc2)no1	-2	/	0
O=C(Nc1cccc(NC(=O)c2cccs2)c1)c1ccco1	-3	-6	1
COc1ccccc1Cn1ccc2c(cnc3nc(-c4ccncc4)nn32)c1=O	9	/	4
COc1ccc(F)c(CN2CCC(N3CCC(C(=O)N4CCCC4)CC3)CC2)c1	4	/	-3
O=S(=O)(Nc1ccccc1OCC(F)(F)F)c1cccc(Br)c1	14	/	0
O=C1Nc2cc(Cl)ccc2C1=C1CCN(C(=O)C2CCC2)CC1	5	-9	-3
CCCC1=NN(C(C)=O)C(C(=O)N2CCC[C@H]2CN2CCCC2)O1 (stereo not given in full)	10	/	-5
Cc1ccc(S(=O)(=O)NNC(=O)Nc2ccccc2)cc1	-6	/	-5
Cc1ccc(-c2nc(CNC(=O)c3cccnn3)[nH]c2-c2ccccn2)cc1	20	-11	-11
O=C1NCCN2CCN(C(=O)CSCCN3CCCC3)CC12 (stereo not given)	4	/	-3
Cc1ncc(CO)c2c1Oc1nc(-c3ccccc3F)nc(SCC(=O)Nc3ccccc3)c1C2	7	-8	-9
NC(=O)C1=C(N)SC2C(=O)N(c3ccc4ccccc4c3)C(=O)C2C1c1ccccc1O (stereo not given)	21	/	-5
Fc1ccccc1-c1noc2nc(NC3CC3)ccc12	1	-5	-10
COC(=O)c1ccc(Cn2nc(-c3ccco3)c3sc(C)nc3c2=O)cc1	3	-8	2
CCCCCc1ccc(C(=O)N(CCOC)CC(=O)N(CCc2ccc(OC)c(OC)c2)Cc2cccs2)cc1	19	-4	-4
Cc1ccc(-c2cc(C(F)(F)F)n3nc(C(=O)N4CCN(C)CC4)cc3n2)cc1	-9	-6	-9
Oc1ccc(-c2csc(-c3cccnc3)n2)c(O)c1	8	/	-3
Cc1cccc2cc(C3CC(c4cccs4)=NN3C(=O)CCC(=O)O)c(Cl)nc12 (stereo not given)	-1	-4	-5
O=C(COc1coc(C(=O)Nc2ccncc2)cc1=O)Nc1ccccc1	-3	-6	-3
Cc1cn2c3c(=O)n(Cc4c(Cl)cccc4Cl)c(=O)n(C)c3nc2n1CCO	7	-2	-1
Cc1ccc2c(c1)CCN1C(=O)CN(C(=O)c3cccc(C(F)(F)F)c3)CC21 (stereo not given)	-8	-5	-4
CCNC(=O)C1CCN(c2nc(N(C)C)nc3c2CCN(C(C)=O)C3)C1 (stereo not given)	3	-11	-4
COc1ccccc1Cn1c(C)c(C(=O)NCCC#N)sc1=O	2	/	-6
O=C(C1CCC1)N(Cc1ccco1)Cc1nccn1Cc1ccccc1C(F)(F)F	-8	0	2
O=C(Nc1cccc(-c2ccn[nH]2)c1)c1ccc[nH]c1=S	-3	/	-11
CCCC(=O)Nc1cc(C(=O)NC(C)Cc2ccncc2)ccc1C (stereo not given)	-1	/	-8
O=C(c1cc(C(F)(F)F)cc(C(F)(F)F)c1)N1CCc2ccccc2C1c1ccccc1F (stereo not given)	-2	-7	-8
Cc1ccc(OCC(=O)NCc2ccc(S(N)(=O)=O)s2)c(C)c1	21	-16	-8
CCc1cccc2c(C(CC(=O)NCCc3ccccc3)c3cccc(F)c3)c[nH]c12 (stereo not given)	/	-3	-6
CCn1nc(C)cc1C(=O)Nc1c(C)c(C2CC2)nn1-c1ccccc1	-3	-5	2
CCn1nnc2c(=O)n(CC(=O)NC(C)C)cnc21	1	/	-7
CCc1nc(C)sc1CNC(=O)C1CCN(Cc2ccco2)CC1	5	-14	-4
Cc1cc(C)cc(-c2nnc(SCc3cc(Cl)c4c(c3)OCCO4)o2)c1	-4	/	-4
O=C1CN(c2ncnc3scc(-c4ccc(Cl)cc4)c23)CCN1	-1	/	9
Cc1nc(-c2ccc(C(C)N3CCOCC3)cc2)cc(-n2cccn2)n1 (stereo not given)	3	-13	-3
CCN(CC1CCCO1)C(=O)CC1(c2ccccc2OC)CC(=O)N(C)C1=O (stereo not given)	15	/	-3
Cc1ccc(-c2cc(C(=O)Nc3ccc(Cl)c([N+](=O)[O-])c3)c3ccccc3n2)s1	4	-8	-7
CCCn1cc(C(=O)N2Cc3cnc(CC(C)C)nc3C2)c(C)n1	-1	-13	-7
O=C(Nc1nncs1)c1ccc(S(=O)(=O)Nc2ccccc2)cc1	9	/	1
CCCCn1c(=S)[nH]c2cc(S(N)(=O)=O)ccc21	4	-6	-8
COc1cccc(C(=O)COc2cccn3c(=O)c(-c4cc(C)n(-c5ccc(C)cc5)n4)c(C)nc23)c1	/	-5	-4

Quoted from the listing.
For hcGAS inh, `CCN(CC1CCCO1)C(=O)CC1(c2ccccc2OC)CC(=O)N(C)C1=O` (stereo not given) has -3
For hcGAS inh, `Oc1ccc(-c2csc(-c3cccnc3)n2)c(O)c1` has -3
For hcGAS inh, `CCCC(=O)Nc1cc(C(=O)NC(C)Cc2ccncc2)ccc1C` (stereo not given) has -8
For hcGAS inh, `CCCC1=NN(C(C)=O)C(C(=O)N2CCC[C@H]2CN2CCCC2)O1` (stereo not given in full) has -5
For NPYLR7 agonist, `Cc1ccc(-c2cc(C(=O)Nc3ccc(Cl)c([N+](=O)[O-])c3)c3ccccc3n2)s1` has 4
For NPYLR7 agonist, `COc1cccc(/C=C2\SC(=S)N(CCC(=O)NNC(=O)c3ccccc3OC)C2=O)c1` has 10

Later entries
Compound	NPYLR7 agonist	mcGAS lum	hcGAS inh
COc1ccccc1CN(Cc1cccnc1)Cc1nccs1	-2	/	-9
O=C(NCCCn1ccnc1)c1cc(N2CC[C@@H]3CCCC[C@H]3C2)ccn1	/	-14	-12
Cc1cnccc1NCCn1ccnc1-c1nc2ccccc2n1C	2	/	-4
COc1ccc(C=CC(=O)Nc2c(C(=O)N3CCOCC3)oc3ccccc23)cc1	1	-3	2
O=C(NCc1nc(C2CCCCC2)no1)c1cccc2ccnn12	27	-19	-1
Clc1cncc(N2CCC(Nc3ccccc3)C2)n1 (stereo not given)	6&-2	/	-10&-10
COc1ccc(C(=O)N(Cc2ccccc2)C2CCC(NC(=O)C3CCN(C(=O)Cc4cccs4)CC3)CC2)cc1 (stereo not given)	/	-10	-5
CC(Sc1nnc(-c2ccccc2)n1C)C(=O)Nc1sccc1C#N (stereo not given)	2	-3	-2
CCCCc1nc(N2CCCN(Cc3ccccc3O)CC2)c2c(C)nn(-c3ccc(F)cc3)c2n1	5	-7	-8
Cc1cc(S(=O)(=O)NCC2CCN(C3CC3)C2)ccc1F (stereo not given)	4	/	-4
CC(C)c1nc(CNC(=O)c2cc(COc3ccccc3)[nH]n2)cs1	1	-12	-4
CC(C)c1cc(C(=O)N2CCCC(N3CCN(c4cccc(C(F)(F)F)c4)CC3)C2)on1 (stereo not given)	5&14	-9	-1&-9
CCc1csc(CNC(=O)c2ccc(N3C[C@H]4CC[C@H]3C4)nc2)n1	5	/	-7
COC(=O)[C@@H]1C[C@@H](OCc2ccccc2)CN1C(=O)c1ccn(S(=O)(=O)c2ccc(C)cc2)c1	-1	/	0
CCCCCc1ccc(C(=O)N(CCOC)CC(=O)N(CCc2c[nH]c3ccccc23)Cc2ccccc2)cc1	21	-5	-4
Cc1ccc(-c2nc(CNC(=O)c3cnn(C)c3)[nH]c2-c2ccccn2)cc1	-1	/	-8
CCC(c1nc2ccccc2c(=O)n1-c1ccccc1OC)N(Cc1ccccc1)C(=O)c1cccc(Br)c1 (stereo not given)	23	-4	16
CC(=O)Nc1ccc(Nc2ccc(-n3ccc(C)n3)nn2)cc1	-8	-8	-5
COc1ccc(OCCN(C)C(=O)c2c[nH]c3ccccc23)cc1	-3	/	-7
COc1ccc(Cl)c2c(=O)c(CN(C)C3CCN(C)CC3)c(C)[nH]c12	-5	/	5
Cc1nn(C)c(Cl)c1C(=O)NC(C)CCc1ccccc1 (stereo not given)	0	/	-5
Cc1csc(SCc2csc(-c3ccc(Cl)cc3)n2)n1	6	-5	-4
COc1ccc(-n2cnnc2SC(C)c2nc(C(C)C)no2)cn1 (stereo not given)	-4	/	-8
CCN(C(=O)c1nn(CC)c(=O)c2ccccc12)c1ccc(F)cc1	10	/	-3
O=C(CSc1nc2c([nH]c3ccccc32)c(=O)n1-c1ccc(Cl)cc1)Nc1nccs1	11	-9	-11
C[C@@H](NC(=O)CN1Cc2ccc(N3CCOCC3)nc2C1=O)c1ccccc1	61*	-6	-5
CC(=O)Nc1ccc(NC(=O)Cc2csc(SCc3ccc(C)cc3)n2)cc1	/	-6	-4

2 entries from above, with two lines to a compound:
Each structure is followed by: NPYLR7 agonist, mcGAS lum, hcGAS inh
> Cc1nn(C)c(Cl)c1C(=O)NC(C)CCc1ccccc1 (stereo not given)
    0, /, -5
> Cc1csc(SCc2csc(-c3ccc(Cl)cc3)n2)n1
    6, -5, -4
